# SR-BI uptake up: activators of SR-BI mediated DiI-HDL uptake, primary screen, ldlA[mSR-BI] CHO cells, DiI fluorescence. 320,000 compounds, 0.096% hits. activation, % at 12.5 µM. 3 h; 100 = double the neutral-control signal;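 active means mean replicate activation of at least 60% and every replicate at or above 60%; inconclusive means mean or all-replicate condition met, but not both; inactive means mean below 60% and not all replicates reaching 60%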;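 further: 0% = median plate neutral-control signal and 100% = twice that signal; values of inactives mirror those of a sister screen read the other way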
#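 Material: SR-BI-overexpressing, LDLR-lacking CHO cells | Dosing: Single compound concentration, delivered by pin transfer | Probe or stimulus: Labelled HDL, 10 µg/mL | Signal: Bottom-read cell fluorescence after medium removal, ex 550/em 595 nm | Schedule: 3 h, 37 °C | Evaluation: HDL uptake via cellular fluorescence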
# MITF TRPM1 HTS: activators of MITF-driven TRPM1 promoter reporter, primary screen, cell-based, SK-MEL-5, luciferase, single point; SK-MEL-5 TRPM1-promoter luciferase, 24 h; % of positive control, neutral wells = 0; AID 588334, 2011; 300,000 compounds, 0.75% hits; activation, % at 12.5 µM;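 active means mean activation of at least 80% with every replicate also reaching 80%; inconclusive means mean reaches 80% but some replicate falls short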;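 further: 0% = neutral control wells and 100% = parthenolide positive control wells; values of inactives mirror those of a sister screen read the other way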
# SR-BI HDL uptake: inhibitors of SR-BI mediated HDL lipid uptake, primary screen, ldlA[mSR-BI] cells, fluorescence, single point | ldlA[mSR-BI] CHO cells, DiI-HDL uptake fluorescence, 3 h | inhibition, % at 12.5 µM | 320,000 compounds, 0.96% hits | AID 488896, 2010;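 active means mean replicate inhibition of at least 70% and a set share of replicates each scoring 70 or more; inconclusive means meets just one of the two criteria; inactive means fails both criteria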;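 further: 0% = median of neutral control wells and 100% = median of positive control wells; values of inactives mirror those of a sister screen read the other way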
# Target sequence (Q61009 whole entry, looked up): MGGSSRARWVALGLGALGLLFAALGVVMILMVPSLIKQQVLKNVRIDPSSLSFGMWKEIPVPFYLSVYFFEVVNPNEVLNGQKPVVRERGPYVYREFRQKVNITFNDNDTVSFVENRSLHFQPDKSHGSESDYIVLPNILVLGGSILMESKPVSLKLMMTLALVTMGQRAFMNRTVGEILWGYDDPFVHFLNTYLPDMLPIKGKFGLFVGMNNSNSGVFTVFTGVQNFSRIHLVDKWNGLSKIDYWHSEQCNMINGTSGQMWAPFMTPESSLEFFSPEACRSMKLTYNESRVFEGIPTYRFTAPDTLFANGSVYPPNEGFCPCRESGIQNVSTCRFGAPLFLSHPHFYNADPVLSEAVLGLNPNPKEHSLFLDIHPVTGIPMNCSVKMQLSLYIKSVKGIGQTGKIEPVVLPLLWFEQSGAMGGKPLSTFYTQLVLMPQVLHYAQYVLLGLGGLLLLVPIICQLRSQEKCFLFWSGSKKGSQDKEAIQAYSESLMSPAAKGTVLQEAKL
# dFosB act: activators of delta FosB homodimer, primary screen, biochemical, fluorescence polarization, TAMRA-CDK5 oligo, single point; purified delta FosB; percent of positive-control signal above neutral wells; activation, % at 25 µM; 340,000 compounds, 0.99% hits; AID 493131, 2011;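 active means mean activation above about 17%, with every replicate also reaching it, limit read from the data, passing the limit was not always enough; inconclusive means only one of the two conditions met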;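 further: fluorescence polarization rise as delta FosB binds a TAMRA Cdk5 AP-1 oligo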
# Target sequence (P13346 whole entry, looked up): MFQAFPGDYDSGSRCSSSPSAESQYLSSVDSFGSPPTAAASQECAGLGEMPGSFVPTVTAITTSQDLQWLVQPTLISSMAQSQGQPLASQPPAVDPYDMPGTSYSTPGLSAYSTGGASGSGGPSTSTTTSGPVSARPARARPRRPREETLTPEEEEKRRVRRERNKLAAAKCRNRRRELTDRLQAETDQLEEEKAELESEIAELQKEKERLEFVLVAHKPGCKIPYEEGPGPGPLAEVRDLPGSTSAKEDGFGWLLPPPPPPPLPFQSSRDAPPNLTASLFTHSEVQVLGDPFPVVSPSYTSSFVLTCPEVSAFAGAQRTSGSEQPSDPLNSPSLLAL
# HTR5A ag ctr: HTR5A agonists in luminescence cell assay, primary screen, counter-screen for OPRM1-OPRD1 heterodimer agonist project, full-deck HTS; 5-hydroxytryptamine receptor 5A (Homo sapiens), P47898; cell-based; activation, % at 9.3 µM; 340,000 compounds, 0.61% hits; in the data active means activation mostly above about 9.5%, no sharp cut-off; inactive means mostly below about 7.6%;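 further: 0% = cells with vehicle only and 100% = reference agonist; strong numbers were not always called active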
# CDK5 p35 inh: inhibitors of human CDK5/p35 kinase, primary screen, biochemical, single concentration. 330,000 compounds, 0.01% hits. Cyclin-dependent kinase 5 (Homo sapiens) + Cyclin-dependent kinase 5 activator 1 (Homo …. Recombinant CDK5/p35, ADP-Glo luminescence, 60 min. inhibition, % at 10 µM;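 active means highest replicate inhibition of at least 50% and at least 75% of replicates reaching 50%; inconclusive means only one of the two criteria met; inactive means both criteria failed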;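 further: plate controls were DMSO neutral control for no effect and GW8510 at 10 µM for full effect; many of its hits are not listed in these tables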
# Rtt109 Vps75: inhibitors of C. albicans Rtt109/Vps75 HAT, primary screen, biochemical, ThioGlo CoA-SH fluorescence, plate reader; Histone acetyltransferase RTT109 (Candida albicans (strain SC5314 / ATCC MYA-2876)), …; purified Rtt109/Vps75, 4 h; inhibition, % at 34.9 µM; 330,000 compounds, 0.16% hits; AID 540336, 2011;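 active means inhibition of at least 50% in every replicate; inconclusive means best replicate reaches 50% inhibition but some replicates fall short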
# Wnt act: Wnt/beta-catenin pathway activators, primary screen, cell-based, plate reader, single point. Wnt/beta-catenin reporter cell assay, activator. activation, % at 9.35 µM. 300,000 compounds, 1.2% hits. AID 743398, 2014; in the data active means activation above about 30%, passing the limit was not always enough; inconclusive means no clear call, values can overlap the other calls;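 further: 0% = neutral control wells and 100% = positive control wells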
# cardiac RTF act: cardiac RTF calcium sensitivity activators, primary screen, biochemical, IANBD-TnC fluorescence, EC20 calcium. Troponin I, cardiac muscle (Homo sapiens) + Troponin T, cardiac muscle (Homo sapiens) + …. IANBD-labeled TnC RTF fluorescence at EC20 calcium; 0% EC20 calcium, 100% full calcium. activation, % at 7.2 µM. 340,000 compounds, 0.24% hits;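 active means activation above the mean over all tested compounds plus 3 SD, cut at about 30% in these data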;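 further: rise in fluorescence read as greater calcium sensitivity of cardiac thin filaments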
# PvdQ inh: P. aeruginosa PvdQ acylase inhibitors, primary screen, biochemical, fluorescence, plate reader and imaging, single point. PvdQ acylase [Pseudomonas aeruginosa LESB58]. AID 488965, 2010. purified PvdQ acylase. 340,000 compounds, 0.063% hits. inhibition, % at 10 µM; in the data active means inhibition above about 30%, passing the limit was not always enough; inconclusive means no clear call, values can overlap the other calls;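 further: 0% = vehicle neutral wells and 100% = reference inhibitor wells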
# An asterisk follows results filed as active; ? = inconclusive; · = no result given.
# The first eleven records (preview)
SMILES,SR-BI uptake up,MITF TRPM1 HTS,SR-BI HDL uptake,dFosB act,HTR5A ag ctr,CDK5 p35 inh,Rtt109 Vps75,Wnt act,cardiac RTF act,PvdQ inh
CN(C)S(=O)(=O)c1ccc(S(=O)(=O)NCc2ccc3c(c2)OCO3)cc1,27,0,-27,36*,2,1.1,16,-1,-4,11
CCCNC(=O)/C=C/c1ccc(S(=O)(=O)Nc2ccccc2OC)cc1,-35,-3,35,-11,-3,0.2,6,-2,-3,-11
Cc1cc(C)c2[nH]c(=O)c(CN(CC3CCCO3)C(=S)Nc3ccccc3)cc2c1 (stereo not drawn),-20,0,20,-3,8,-0.7,-1,·,3,-10
O=C(COC(=O)c1ccccc1NC(=O)c1ccccc1)c1cccc([N+](=O)[O-])c1,14,9,-14,-2,-1,-0.1,3,·,2,-9
CC(=O)Nc1ccc(C23CC4CC(CC(C4)C2)C3)cc1,2,·,-2,-9,-2,-0.2,8,5,0,-9
O=C(CSc1nnc(SCc2ccccc2Cl)s1)N/N=C/c1c[nH]c2ccccc12,-15,-8,15,-2,8,-4.3,1,·,-3,-14
COc1ccc(Cl)cc1NC(=O)CSc1cccc[n+]1[O-],9,-11,-9,-8,-1,-1.6,-2,0,3,-11
Cc1nn(-c2ccccc2)nc1C(=O)OCC(=O)N1CCCCC1C (stereo not drawn),-34,14,34,-5,7,0.8,11,-3,-2,-2
Cc1cccc(NC(=O)C2CCN(S(=O)(=O)c3cccs3)CC2)c1,-1,·,1,-6,-4,-0.6,1,-6,6,-9
CCCC(O)(c1ccc(Br)cc1)C(CN1CCOCC1)c1ccc(Cl)cc1 (stereo not drawn),?,-3,-350,-12,5,0.0,2,-3,1,-10
CN(C)c1ccc(C(=O)OCC(=O)Nc2ccc(S(N)(=O)=O)cc2)cc1,27,1,-27,82*,1,1.5,-10,·,-3,-11

# Results, previewed entries included:
SMILES,SR-BI uptake up,MITF TRPM1 HTS,SR-BI HDL uptake,dFosB act,HTR5A ag ctr,CDK5 p35 inh,Rtt109 Vps75,Wnt act,cardiac RTF act,PvdQ inh
CN(C)S(=O)(=O)c1ccc(S(=O)(=O)NCc2ccc3c(c2)OCO3)cc1,27,0,-27,36*,2,1.1,16,-1,-4,11
CCCNC(=O)/C=C/c1ccc(S(=O)(=O)Nc2ccccc2OC)cc1,-35,-3,35,-11,-3,0.2,6,-2,-3,-11
Cc1cc(C)c2[nH]c(=O)c(CN(CC3CCCO3)C(=S)Nc3ccccc3)cc2c1 (stereo not drawn),-20,0,20,-3,8,-0.7,-1,·,3,-10
O=C(COC(=O)c1ccccc1NC(=O)c1ccccc1)c1cccc([N+](=O)[O-])c1,14,9,-14,-2,-1,-0.1,3,·,2,-9
CC(=O)Nc1ccc(C23CC4CC(CC(C4)C2)C3)cc1,2,·,-2,-9,-2,-0.2,8,5,0,-9
O=C(CSc1nnc(SCc2ccccc2Cl)s1)N/N=C/c1c[nH]c2ccccc12,-15,-8,15,-2,8,-4.3,1,·,-3,-14
COc1ccc(Cl)cc1NC(=O)CSc1cccc[n+]1[O-],9,-11,-9,-8,-1,-1.6,-2,0,3,-11
Cc1nn(-c2ccccc2)nc1C(=O)OCC(=O)N1CCCCC1C (stereo not drawn),-34,14,34,-5,7,0.8,11,-3,-2,-2
Cc1cccc(NC(=O)C2CCN(S(=O)(=O)c3cccs3)CC2)c1,-1,·,1,-6,-4,-0.6,1,-6,6,-9
CCCC(O)(c1ccc(Br)cc1)C(CN1CCOCC1)c1ccc(Cl)cc1 (stereo not drawn),?,-3,-350,-12,5,0.0,2,-3,1,-10
CN(C)c1ccc(C(=O)OCC(=O)Nc2ccc(S(N)(=O)=O)cc2)cc1,27,1,-27,82*,1,1.5,-10,·,-3,-11
COc1ccc(NC(=O)CNS(=O)(=O)c2ccc(Cl)cc2)cc1OC,46,2,-46,7,1,0.2,5,·,4,16
CNC[C@@H]1Oc2ccc(NS(=O)(=O)c3ccc(Cl)cc3)cc2C(=O)N([C@H](C)CO)C[C@@H]1C,22,-1,-22,-8,0,-2.2,14,-1,1,-10
COc1ccc(CN2CCN(C(=O)c3cc(OC)c(OC)c(OC)c3)CC2)cc1OC,8,-9,-8,-4,-4,-0.3,-5,-1,3,-6
O=C(NNC(=S)NCc1ccccc1)c1ccccc1OC(F)F,14,7,-14,-2,0,-2.8,1,-1,9,-18
C=COC(=O)c1sc2nc(C)cc(C)c2c1N,-14,24,14,3,-1,1.2,-3,13,-5,-6
Cc1ccc(C(C(=O)NC2CCCC2)N(CCCO)C(=O)Cn2nnc(-c3ccc(C)o3)n2)cc1 (stereo not drawn),·,-1,·,-4,7,-1.0,0,0,9,2
CCO/N=C(\N)c1[nH]ncc1Br,11,-10,-11,-6,-7,0.5,-1,-1,3,-11
CCC(=O)OC1(C(C)=O)CCC2C3CCC4=CC(=O)CCC4(C)C3CCC21C (stereo not drawn),-16,-9,16,-13,3,1.2,3,-2,2,-6
CCCCc1c(O)nc(SCC(=O)Nc2cccc3ccccc23)n(-c2ccccc2OC)c1=O,14,-13,-14,-6,5,-0.3,13,-3,-7,-12
Cc1cccc(C(=O)N2CCN(c3ccccn3)CC2)c1,·,-1,·,-1,2,-1.2,-22,·,10,-14
CC(C)C(=O)N/N=C/c1ccc(OCc2ccccc2)cc1,24,6,-24,-6,4,1.1,0,-1,-4,-8
CCCCOc1ccc(-c2nnn(C(C)C(=O)OCC)n2)cc1 (stereo not drawn),25,17,-25,0,4,-0.1,-4,6,-4,-8
CC(=O)c1c(NC(=O)c2ccccc2)[nH]c(-c2ccccc2)nc1=S,-31,2,31,-4,-5,0.0,-8,-2,0,-2
COc1ccc(S(=O)(=O)NC2CCCC2)cc1Cl,12,-8,-12,2,4,1.4,-6,-2,-3,-17
COC(=O)c1ccc(NC(=O)C(=O)N2CCN(C(=S)Nc3cccc(C)c3C)CC2)cc1,-42,6,42,7,-2,-0.1,10,·,-2,2
CC(=O)N=C1SC2CS(=O)(=O)CC2N1c1cccc(Cl)c1Cl (stereo not drawn),2,3,-2,-3,-1,0.8,4,-1,3,-7
O=C(CCCN1C(=O)c2ccccc2C1=O)Nc1cccc(S(=O)(=O)NC2=NCCC2)c1,7,3,-7,-4,-2,-0.2,-1,0,-3,-10
COCCNC(=S)Nc1ccc(S(=O)(=O)Nc2cnc3ccccc3n2)cc1,7,5,-7,-1,-3,0.1,-5,-3,2,-10
CC(=O)N1c2c(cc(Br)cc2S(=O)(=O)NCc2cccnc2)CC1C (stereo not drawn),-7,3,7,-9,-1,2.9,12,-3,-2,7
COc1ccc(OC)c(/C=N/NC(=O)CCCC(=O)Nc2cccc(Br)c2)c1,-25,7,25,2,3,0.6,-5,-2,0,-5
CCOC(=O)N1CCC(N(CCN(C)C)C(=S)Nc2ccccc2OC)CC1,6,-7,-6,-8,0,1.0,-1,0,-4,3
CC(C)Oc1cccc(C(=O)Nc2ccccc2N2CCOCC2)c1,0,4,0,-2,4,0.0,0,·,-3,-2
CSc1nc2ccsc2c(=O)n1-c1cccnc1,26,-7,-26,-3,-1,-2.6,-5,-1,0,-14
CCC(C)[C@H]1CNCCN1CC1(c2ccccc2)CC1 (stereo partly drawn),25,1,-25,4,1,0.3,13,11,1,0
CN1CCC(=NNC(=O)C(=O)Nc2ccc(F)cc2)CC1,1,12,-1,0,-2,-1.9,1,0,4,1
COC(=O)c1ccccc1Sc1c(/C=N/OCc2ccc(Cl)cc2)c(C(F)(F)F)nn1C,-24,-3,24,-9,-4,1.1,1,·,4,-11
O=C(O)c1ccccc1C(=O)NNc1ccc(Cl)cc1,42,6,-42,2,0,0.2,-2,5,4,1
CCCOc1ccc(N2C(=O)CC(N(CCc3ccc(OC)cc3)C(=O)c3cccc(F)c3)C2=O)cc1 (stereo not drawn),-23,-5,23,-3,0,-2.9,-8,-5,4,2
NNC(=O)CN1C(c2ccccc2Br)=Nc2ccc(Br)cc2C1c1ccccc1 (stereo not drawn),17,10,-17,-11,1,-2.8,8,·,0,-15
Cc1cccc(C(=O)NC2CC(C)(C)NC(C)(C)C2)c1,-2,12,2,8,-9,1.1,2,·,3,-2
COc1ccc(N(CC(=O)N/N=C/c2ccco2)S(=O)(=O)c2ccccc2)cc1,11,-6,-11,-2,-1,1.4,-5,·,-2,-5
COc1ccc(CCNC(=O)C(NS(=O)(=O)c2cccc3nsnc23)C(C)C)cc1OC (stereo not drawn),-30,0,30,-5,1,-0.1,-10,1,0,-8
CC(c1ccco1)N(C(=O)Nc1ccc(Cl)cc1)c1ccccn1 (stereo not drawn),-13,14,13,-3,1,3.1,5,·,10,-11
C/C(=N\NC1=NCCN1)c1ccc(N)c([N+](=O)[O-])c1,19,-5,-19,4,-8,0.6,1,-2,0,-6
CC(=O)Nc1sc(C)c(C)c1C(=O)Nc1ccc(C)cc1,-4,-2,4,-5,3,-1.6,1,-5,4,-15
Cn1nccc1C(=O)NC(=S)Nc1cc(Cl)cc(Cl)c1,3,17,-3,10,2,2.1,9,2,-8,22
COc1ccc(/C=N/NC(=O)C(=O)N2CCCCCC2)cc1[N+](=O)[O-],10,1,-10,-6,2,-1.8,3,-1,0,-14
CC(C)C(=O)N1CCN(c2ccc(NC(=O)c3ccc4c(c3)OCCO4)cc2)CC1,-20,-10,20,-3,-2,1.3,-10,-2,-2,-5
CCN1CCN(c2cc(C)c3cc(NC(=O)CCC(=O)N4CCN(c5ccccc5)CC4)ccc3n2)CC1,-42,3,42,-11,-7,0.7,2,-1,-5,0
COc1ccccc1OCCC(=O)OCC(=O)c1c(N)n(C)c(=O)n(C)c1=O,1,4,-1,-5,-1,0.3,-10,0,-2,32*
COc1ccc(Cc2nc(-c3ccc(Br)o3)no2)cc1OC,-14,21,14,-8,2,0.2,5,12,7,-7
